Assay outcomes from PubChem.
proCasp3 act: procaspase-3 (human) activation | recombinant procaspase-3 D3A, Ac-DEVD-pNA absorbance 405 nm | activation, % at 8.5 µM | 0.11% of 330,000 active | AID 463141;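 active = activation above the mean of all tested compounds plus 3 SD, cut at about 21% in these data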;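 also: 0% = DMSO alone and 100% = DMSO wells spiked with extra 5 µM PC-3 D3A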
Target sequence (P42574 whole entry D9A/D28A/D175A): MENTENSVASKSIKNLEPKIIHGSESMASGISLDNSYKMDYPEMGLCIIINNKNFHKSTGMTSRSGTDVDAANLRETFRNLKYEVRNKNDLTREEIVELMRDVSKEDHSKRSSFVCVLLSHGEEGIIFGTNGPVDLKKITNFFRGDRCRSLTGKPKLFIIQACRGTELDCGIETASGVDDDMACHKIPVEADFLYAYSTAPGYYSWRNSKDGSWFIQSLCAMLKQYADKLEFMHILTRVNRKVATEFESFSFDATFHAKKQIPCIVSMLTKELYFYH
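Assay system – Procaspase-3 D3A mutant, all three cleavage aspartates alanine · Controls – DMSO-only low control, 5 µM PC-3 D3A high control · Schedule – 1 h compound preincubation, 2 h substrate hydrolysis at 25 °C · Signal – 405 nm absorbance of p-nitroaniline, reads at 0 and 120 min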
JMJD2C inh: human JMJD2C demethylase inhibition. Q9H3R0. GST-JMJD2C(1-420) H3K9me3 demethylation, DELFIA europium. inhibition, % at 2.35 µM. 0.069% of 330,000 active;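 active = more than half of a compound's replicate wells show inhibition beyond 50%, single wells judged on their own value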;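 also: signal counts dimethyl H3K9 product captured on neutravidin plate; 0% = median of DMSO wells and 100% = 0.3 times that DMSO median; strong numbers were not always called active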
Target sequence (Q9H3R0 1-420 limits assumed): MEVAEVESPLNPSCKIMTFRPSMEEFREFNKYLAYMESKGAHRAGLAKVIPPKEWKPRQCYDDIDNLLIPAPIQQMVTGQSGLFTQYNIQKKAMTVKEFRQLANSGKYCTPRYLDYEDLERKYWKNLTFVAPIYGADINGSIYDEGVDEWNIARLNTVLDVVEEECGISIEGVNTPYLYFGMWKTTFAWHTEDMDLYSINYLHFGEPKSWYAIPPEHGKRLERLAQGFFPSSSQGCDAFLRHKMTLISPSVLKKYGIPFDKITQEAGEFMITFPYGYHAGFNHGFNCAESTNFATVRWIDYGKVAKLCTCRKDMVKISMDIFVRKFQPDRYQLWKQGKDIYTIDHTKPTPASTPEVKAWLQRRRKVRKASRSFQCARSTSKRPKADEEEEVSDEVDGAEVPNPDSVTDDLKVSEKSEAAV
MEP2-GFP yeast: modulators of TOR pathway MEP2-GFP in S. cerevisiae; S. cerevisiae MEP2-GFP strain, flow cytometry GFP, 3 h; 100% = DMSO control level; GFP response vs DMSO, % at 10 µM; 0.51% of 330,000 active; AID 2016;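 active = GFP response versus DMSO above a set limit, roughly screen mean plus 3 SD, cut at about 180% in these data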;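 also: median GFP fluorescence of the barcode-gated MEP2-GFP cells per well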
LAP4-GFP MLPCN: alters LAP4-GFP fluorescence in TOR pathway yeast screen. S. cerevisiae LAP4-GFP multiplex, flow cytometry GFP, 3 h; median GFP as percent of DMSO wells. GFP response vs DMSO, % at 10 µM. 0.34% of 320,000 active. AID 2023;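 active = GFP response vs DMSO above a set limit, about the screen mean plus 3 SD, cut at about 150% in these data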
CR mimetic SO: lowers age-related superoxide in aged yeast cells; S. cerevisiae aged cells, superoxide DHE fluorescence; hits give low values; superoxide response (% of plate mean), % at 10 µM; 0.18% of 330,000 active;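 active = superoxide response under a set limit, about three screen SD below normal, cut at about 65% in these data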;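 also: yeast aged for seven days with compound at 30 °C before DHE staining; 100% = average MFI of all compound-treated wells on the plate with controls excluded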
RPL19A TOR yeast: alters RPL19A-GFP fluorescence in TOR pathway yeast screen; AID 2025; percent response vs DMSO, % at 10 µM; S. cerevisiae RPL19A-GFP strain, flow cytometry, 3 h; hits give low values; 0.3% of 330,000 active;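 active = percent response vs DMSO below 50%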;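 also: median channel GFP fluorescence of the barcoded RPL19A-GFP strain; ratio of sample median GFP to plate DMSO average so 100% = DMSO; lower means less RPL19A-GFP as with rapamycin TOR inhibition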
AHR act: human AHR activation. AID 2796. 2.5% of 320,000 active. activation, % at 5 µM. AHR-responsive luciferase reporter cells, luminescence; in the data active = activation above about 47%;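 also: 0% = vehicle wells and 100% = reference agonist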
proCasp7 act: counter-screen: procaspase-7 (human) activation | AID 463210 | P55210 | activation, % at 8.5 µM | 0.093% of 330,000 active | recombinant procaspase-7, Ac-DEVD-pNA absorbance 405 nm; D23A/D198A/D206A triple mutant, cannot self-cleave; scale: DMSO 0, 5 µM enzyme 100;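 active = percent activation above the screen-wide mean plus 3 SD, cut at about 25% in these data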
Target sequence (P55210 whole entry D23A/D198A/D206A): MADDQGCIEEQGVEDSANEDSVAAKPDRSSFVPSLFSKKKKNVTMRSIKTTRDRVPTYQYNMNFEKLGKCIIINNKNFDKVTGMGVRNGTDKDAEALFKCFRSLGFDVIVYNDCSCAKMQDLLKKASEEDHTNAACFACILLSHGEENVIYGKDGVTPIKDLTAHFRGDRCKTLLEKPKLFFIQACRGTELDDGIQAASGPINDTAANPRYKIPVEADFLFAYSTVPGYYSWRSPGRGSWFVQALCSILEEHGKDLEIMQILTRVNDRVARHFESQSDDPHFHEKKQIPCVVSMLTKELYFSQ
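Assay system: Uncleavable procaspase-7 mutant enzyme / Input: 2 µM procaspase-7 mutant as dispensed / Dosing: single nominal 8.5 µM compound dose, 0.8% DMSO final / Timing: 1 h enzyme–compound preincubation and 2 h substrate reaction, both 25 °C / Detection: p-Nitroaniline absorbance at 405 nm, read at 0 and 120 min / Replication: singlicate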
Starred values were filed as active, the others as inactive; · = no result given; & = joins results of further samples. An unsorted share of the library. About 3.8% of those tested had a hit in this group.

The line under a structure holds: proCasp3 act	JMJD2C inh	MEP2-GFP yeast	LAP4-GFP MLPCN	CR mimetic SO	RPL19A TOR yeast	AHR act	proCasp7 act
CN1C(=O)Cc2cc(S(=O)(=O)N3CCN(c4cccc(C(F)(F)F)c4)CC3)ccc21
  -2.9	15.3	99.8	91.3	88.6	98.1	-0.9	7.3
CCOc1cc(N2CCOCC2)c(OCC)cc1NC(=O)CN1C(=O)N(C)C2(CCCCC2)C1=O
  -5.7	1.1	99.2	100.2	95.5	93.9	3.5	-10.1
Cc1cccc(NS(=O)(=O)c2cccc([N+](=O)[O-])c2)n1
  6.0	-3.2	92.5	111.7	93.5	98.0	4.0	2.4
CCc1ccc(OCC(=O)NC(=S)Nc2ccc(Br)c(C)n2)cc1
  -3.5	6.9	105.2	93.0	87.1	109.0	11.8	-3.7
COc1ccc(/C=C(\NC(=O)c2ccco2)C(=O)NCCc2nc3ccccc3[nH]2)cc1
  -1.8	-26.0	101.9	115.8	94.5	107.1	3.6	1.2
COc1cc2c(cc1OC)CN(C(=O)CSc1nc3[nH]ncc3c(=O)n1-c1ccccc1)CC2
  -2.5	25.9	96.6	90.4	89.5	109.6	6.0	12.7
O=c1[nH]cnc2[nH]ncc12
  1.0	-0.2	88.8	90.1	94.2	96.4	0.9	2.1
O=S(=O)(Nc1ccccc1C(F)(F)F)c1ccc(-c2ccccn2)s1
  ·	-2.1	104.7	89.8	92.2	101.2	·	·
COc1ccc(CNc2nc(NCc3ccc(OC)cc3)n(C(=O)c3ccncc3)n2)cc1
  6.1	76.3	97.5	115.1	86.0	96.3	-0.4	3.4
c1ccc(C2(CN3CCNC[C@@H]3CC3CCCCC3)CC2)cc1
  -3.7	28.0	100.5	97.7	88.2	99.6	-0.3	0.7
Cc1ccc(S(=O)(=O)N2CCOCC2)cc1NC(=O)c1cccc(S(=O)(=O)N2CCCC2)c1
  -0.4	-16.7	91.9	114.7	87.8	98.2	2.0	4.4
CCOC(=O)C1(Cc2ccc(OC)cc2)CCN(C(=O)CCn2cccn2)CC1
  -3.2	3.5	107.1	104.5	101.6	103.0	2.0	0.5
Cc1ccc(NC(=O)c2ccc(NCCCN3CCC(C)CC3)c([N+](=O)[O-])c2)cc1F
  8.9	-4.4	107.6	94.6	93.6	101.5	1.3	6.7
CC(C)c1ccccc1NC1=CC(=O)CC(C)(C)C1
  -9.6	-2.6	95.7	81.5	84.3	96.9	3.0	3.6
CC1CCN(C(=O)CCNS(=O)(=O)c2ccc3c(c2)oc(=O)n3C)CC1
  6.0	1.8	103.4	93.0	89.0	99.9	-1.2	-8.3
CCC(C)N1CCN(S(=O)(=O)c2ccc3ccccc3c2)CC1 (centres undefined)
  -10.1	7.2	108.5	89.3	109.0	101.6	3.5	-3.8
CCC(=O)Nc1nnc(SCC(=O)NCc2ccc3c(c2)OCO3)s1
  -3.4	11.7	88.6	88.0	97.2	91.2	-0.2	5.7
COc1cccc(/C=N/NC(=O)NC2CCCCC2)c1O
  1.6	6.9	104.5	109.7	95.1	99.5	5.0	4.1
Cc1ccc(S(=O)(=O)N2CCOCC2)c(C)c1-n1cnnn1
  -1.7	-17.9	107.4	92.7	97.9	99.2	-0.3	4.0
CCn1cc(Cl)c(C(=O)Nc2ccc3c(c2)OCCO3)n1
  4.6	-10.1	93.3	98.2	97.8	101.5	11.4	1.7
Cc1ccn2c(C(=O)N/N=C\c3cccs3)c(C)nc2c1
  6.3	2.7	97.7	94.5	91.4	·	3.4	-4.6
CCOc1ccccc1N1CCN(C(=O)c2c(Cl)cnn2C)CC1
  7.5	-0.6	104.9	100.7	91.6	101.7	4.9	1.0
O=C(NC(NC(=S)Nc1c(Cl)cccc1Cl)C(Cl)(Cl)Cl)OCc1ccccc1 (centres undefined)
  4.5	5.1	85.9	98.0	96.8	103.0	4.9	3.8
O=C(CSc1ccc(Br)cc1)NC1CCS(=O)(=O)C1 (centres undefined)
  -6.1	-5.6	101.5	92.0	102.6	99.8	3.9	-1.9
COc1ccccc1NS(=O)(=O)c1cc(NC(=O)c2ccc(Cl)nc2)ccc1Cl
  8.6	-4.0	122.0	101.7	100.3	110.9	19.6	-6.1
O=C(O)/C=C/C(=O)OC1CC2CCC1C2 (centres undefined)
  5.0	3.3	92.8	108.0	102.9	92.5	-0.1	2.7
CC(=O)C1=C(O)C(=O)N(c2ccc(Br)cn2)C1c1ccccc1F (centres undefined)
  2.9	27.9	104.5	107.9	114.0	99.2	-0.2	-2.9
C=CCN1CCN(C(=O)c2ccc(-c3ccccc3)cc2)CC1
  8.9	-25.8	102.1	100.7	96.1	104.9	2.7	3.1
CCCCCCC(C)NC(=S)Nc1cc(S(=O)(=O)N(C)C)ccc1C (centres undefined)
  -6.5	-1.9	102.3	88.0	107.3	105.6	1.3	-12.2
O=C(c1cccc(Cl)c1)N1CCN(CCCc2ccccc2)CC1
  -0.9	-0.1	101.6	106.3	109.8	97.7	-0.8	0.5
CCSc1ccccc1C(=O)NCc1ccco1
  -1.4	-11.3	98.6	110.0	95.8	99.5	2.6	-17.7
CCc1nnc(NC(=O)c2cc(-c3ccncc3)nc3ccccc23)s1
  0.6	-4.3	91.9	105.3	109.9	97.3	61.8*	8.3
Cc1ccc(C(=O)N/C(=C/c2ccc(C(C)C)cc2)C(=O)NCCCN2CCOCC2)cc1
  7.6	-6.2	92.8	102.7	96.7	100.0	-0.5	1.2
CCOC(=O)c1c(C)[nH]c(C)c1C(=O)COC(=O)CNC(=O)c1ccc(OCC)cc1
  6.0	5.3&14.0	107.8	102.6	108.2	103.6	2.4	13.0
Cc1ccc(-n2ccc(=O)c(C(=O)Nc3ccc(S(=O)(=O)Nc4nccs4)cc3)n2)cc1
  10.2	33.9	103.5	88.9	101.7	100.3	-1.5	7.3
O=S(=O)(c1ccccc1)N1CCCC1c1cccs1 (centres undefined)
  0.5	9.9	95.1	116.5	98.3	99.9	-1.9	9.3
CN(Cc1ccc(Cl)cc1Cl)C(=O)c1cccc(S(=O)(=O)N2CCN(c3ccccc3)CC2)c1
  2.1	8.2	101.3	110.3	101.2	100.6	-1.2	4.7
O=C(COc1ccccc1)N1CCN=C1SCc1ccccc1F
  5.5	6.9	105.8	106.5	100.2	81.2	0.1	-1.2
CN(CC(=O)Nn1cnnc1)S(=O)(=O)c1ccc(Br)cc1
  8.1	3.1	98.0	96.5	69.8	97.4	-0.5	1.9
Cc1occc1C(=O)Nc1cccc(/C=C/C(=O)O)c1
  14.0	9.6	102.0	105.0	102.8	105.7	-1.8	7.5

Sorted by the number under RPL19A TOR yeast (descending): some entries from above.
SMILES | RPL19A TOR yeast
Cc1occc1C(=O)Nc1cccc(/C=C/C(=O)O)c1 | 105.7
CCc1nnc(NC(=O)c2cc(-c3ccncc3)nc3ccccc23)s1 | 97.3
O=C(O)/C=C/C(=O)OC1CC2CCC1C2 (centres undefined) | 92.5

The results go on:
The line under a structure holds: proCasp3 act	JMJD2C inh	MEP2-GFP yeast	LAP4-GFP MLPCN	CR mimetic SO	RPL19A TOR yeast	AHR act	proCasp7 act
O=C(NC(=S)Nc1ccccc1N1CCCCC1)c1cccs1
  -7.2	6.0	95.9	83.8	94.2	99.7	45.0	-10.9
CCN(C(=O)CC(C)C)c1nnc(Cn2nnc3ccccc32)s1
  -6.7	-1.0	90.9	93.1	97.9	92.7	2.0	0.7
COC(=O)C1C(O)C(C)C(O)C(C)(O)/C=C\C=C(/C)C(=O)Nc2c(C)c(OC(C)=O)c3c(c2O)C(=O)C(C)=C2OCOC(=C23)/C(C)=C/C(C)(O)C(O)C(C)C1O (centres undefined)
  -3.8	-2.5	103.5	103.2	111.2	101.2	-0.5	-8.2
CCCSCCCNC(=O)Cn1cc2c(n1)CCCCC2
  2.6	-6.8	101.5	95.6	93.6	99.0	0.6	-5.5
CCOc1ccc(-c2nc(C#N)c(NCC(C)C)o2)cc1
  7.0	1.5	100.6	88.7	98.0	99.4	11.9	6.0
Cc1ccc(OCC(=O)Nc2cccc(S(=O)(=O)NC3=NCCCCC3)c2)cc1C
  2.7	0.1	96.7	97.1	93.9	97.6	-0.3	2.9
COc1cccc(-n2c(=O)n(Cc3ccccc3)c(=O)c3[nH]cnc32)c1
  5.7	3.9	102.8	107.0	97.9	100.2	0.7	7.1
CC(C(=O)O)N1C(=O)c2ccccc2C1=O (centres undefined)
  -3.4	1.9	104.8	111.5	108.8	104.4	-1.0	9.4
O=C(NCCC1=CCCCC1)C1CCN(Cc2cnn(-c3ccccc3)c2-n2cccc2)CC1
  -1.6	-8.9	93.0	87.2	93.9	93.3	-1.3	12.7
CCc1cc2ccccc2nc1SCC(=O)NC1CCCC1
  -4.2	4.3	91.7	94.4	109.2	91.0	2.5	0.9
CCN1CCN(c2ccc(NC(=O)CCc3c(C)nc4c(-c5ccc(F)cc5)c(C)nn4c3C)cc2)CC1
  4.9	1.2	104.2	96.9	105.6	106.8	2.2	-4.4
N#Cc1c(-c2ccccc2)nc(-c2ccccc2)nc1N1CCOCC1
  -0.4	8.8	101.3	96.2	138.3	98.3	4.9	5.8
Cc1c(Cl)ccc2c(C(=O)NCCCn3nccc3C)cc(-c3ccccn3)nc12
  -3.7	6.0	105.8	96.7	106.9	99.6	18.2	-2.6
CCOC(=O)N1C(=O)C2(CCCCC2)N(c2ccccc2Cl)C1=S
  5.5	0.3	100.8	96.9	96.4	103.7	-0.1	5.7
CC(=O)NCC1CCCN(Cc2cn(-c3ccccc3)nc2-c2ccc3c(c2)OCO3)C1 (centres undefined)
  5.6	0.5	112.2	192.4*	109.5	81.0	13.8	-2.1
COc1ccc2c(c1)c(=O)oc1cc(OCC(=O)NC3CCCCC3)ccc12
  1.3	-7.0	109.1	107.4	99.5	105.0	-5.0	-1.2
Cc1nn(Cc2ccccc2)c(Cl)c1/C=N/NC(=O)c1cccnc1
  3.3	0.5	103.7	95.5	89.7	105.1	52.0*	12.1
O=C(NCc1cccnc1)Nc1ccc(F)cc1F
  -4.8	8.4	97.8	99.2	94.1	102.4	14.6	-5.1
O=C(COc1coc(CN2CCc3ccccc32)cc1=O)N1CCCCC1
  1.5	7.5	101.0	96.0	96.9	101.7	19.8	-16.2
O=C(c1ccc(Cl)cc1)c1ccc(Oc2cc(NN3CCCCC3)c([N+](=O)[O-])cc2[N+](=O)[O-])cc1
  9.5	7.5	83.1	124.6	100.8	94.0	-0.6	4.1
Cc1ccccc1NC(=S)N1CCN(c2ccccc2Cl)CC1
  10.6	0.7	112.0	96.0	90.6	100.2	-2.5	-0.6
COc1cccc(C(=O)O/N=C(\N)c2ccncc2)c1
  -0.1	1.3	96.5	95.7	97.2	94.1	5.6	5.7
CC(=O)c1ccccc1NC(=O)COC(=O)/C=C/c1ccc(C)o1
  8.5	2.9	111.1	122.6	93.8	101.6	-1.1	-0.1
Cc1[nH]c(SCC(=O)c2c(N)n(C)c(=O)n(C)c2=O)nc1Cc1ccccc1
  8.9	1.2	102.6	100.2	76.2	95.2	-1.4	4.2
O=C(Nc1ccc(F)cc1)C1CCCN1S(=O)(=O)c1ccc(Br)cc1 (centres undefined)
  -2.2	-1.5	110.7	104.1	100.7	96.1	-4.1	2.0
